ATXN2 expr inh = Primary qHTS for Inhibitors of ATXN expression | HEK-293 ATXN2-luciferase reporter, luminescence, 24 h | Potency, µM (titrated, usually from 57 µM), for the others: at the highest dose activity change, negative = inhibition, actives largely listed as inhibitors | 360,000 compounds, 0.72% hits | AID 1745845, 2022; note: % is set by controls: 0 for no effect and ±100 for the full control effect; nearly all actives have a fitted effect of over 55% in size
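qHTS (up to 57 uM final) was run with 24 h compound exposure of reporter cells at 37 °C. Each well was multiplexed: SteadyGlo luminescence measured ATXN2-luciferase expression after a fluorogenic Gly-Phe-AFC viability readout (25 uM final).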
TGFb inhibitor = qHTS for Inhibitors of TGF-b; HepG2 CAGA-GFP TGF-b/SMAD3 reporter, GFP fluorescence, 18 h; TGF-beta stimulated, 500 pg/mL final; Potency, µM (highest dose often 46.1 µM), inactives show at the top dose activity, negative = inhibition, actives largely listed as inhibitors; 410,000 compounds, 1.2% hits; AID 588855, 2011; note: % is set by controls: 0 for no effect and ±100 for the full control effect; nearly all actives have a fitted effect of over 65% in size
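GFP signal (ex488/em500-530) from TGF-beta-stimulated HEPG2 CAGA-GFP cells, 500 pg/mL final, 18 h at 37 degrees C in DMEM plus 1% FBS, normalized to unstimulated and DMSO-stimulated controls.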
HepG2 viability = qHTS for Inhibitors of TGF-b: Cytotox Counterscreen | HepG2 CAGA-GFP viability, ATP luminescence, 18 h | Potency, µM (titrated, usually from 46.1 µM), without a hit: top-dose activity change, negative = cytotoxicity, hits mostly cytotoxic | 410,000 compounds, 0.76% hits | AID 588856, 2011; note: some results filed as inactive show a strong effect at the top dose
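HepG2 CAGA-GFP cells (1000/well, DMEM with 1% FBS) received compound, then TGF-beta at 500 pg/mL final, and were incubated 18 hours at 37 degrees C. Viability was read by CellTiter-Glo luminescence. Media-only wells were set as complete cell-killing and DMSO as no toxicity.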
Nrf2 inh = Nrf2 qHTS screen for inhibitors | A549 ARE-Fluc reporter, luciferase luminescence, 18-24 h | Potency, µM (top dose mostly 46 µM), for inactives: top-dose activity change, negative = inhibition, usual class: inhibitors | 360,000 compounds, 2.1% hits; note: % is set by controls: 0 for no effect and ±100 for the full control effect; nearly all actives have a fitted effect of over 60% in size
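Reporter: ARE-Fluc in A549. Exposure: 18-24 h, 37 °C, 5% CO2, 5% FBS OPTI-MEM. Readouts: fluorescent cytotoxicity (CellTiter-Fluor), then luminescent Nrf2 signal after BugLite.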
S2 tox = Viability Counterscreen for Primary qHTS for Inhibitors of ATXN expression | S2 cells (HEK-293 line with an ATXN2-luciferase reporter) viability, CellTiter-Fluor protease fluorescence, 24 h | Potency, µM (doses to about 56.7 µM), usual class: cytotoxic | 400,000 compounds, 0.49% hits | AID 651635, 2014; note: nearly all actives have a fitted effect of over 40% in size
MCF10A rerep = A quantitative high throughput screen for small molecules that induce DNA re-replication in MCF 10a normal breast cells | MCF 10A DNA re-replication, Hoechst nuclear intensity, 48 h | Potency, µM (titrated, usually from 46.1 µM), for the others: at the top dose activity, positive = re-replication, hits mostly activators | 350,000 compounds, 2.9% hits | AID 624296, 2012; note: % of control where 0% means no effect; nearly all actives have a fitted effect of over 50% in size
Nrf2 activator = qHTS of Nrf2 Activators. Potency, µM (doses to about 46.1 µM), without a hit: at the top dose activation, usual class: activators. 410,000 compounds, 0.31% hits. AREc32 ARE-luciferase reporter (MCF7-derived line), luminescence, 24 h; note: % of control where 0% means no effect; nearly all actives have a fitted effect of over 65% in size
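Luciferase luminescence (Steady-Glo, 30 min at room temperature) served as the read-out of ARE activation in AREc32 cells treated with compounds for 24 hr at 37 deg C.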
EPAC2 antagonist = qHTS for Antagonist of cAMP-regulated guanine nucleotide exchange factor 2 (EPAC2): primary screen; Rap guanine nucleotide exchange factor 4 (Homo sapiens), Q8WZA2; EPAC2 GEF exchange of Rap1B-BODIPY-GDP, fluorescence; Potency, µM (highest dose often 114 µM), for inactives: at the top dose activity, negative = inhibition, usual class: inhibitors; 360,000 compounds, 0.18% hits; note: % is set by controls: 0 for no effect and ±100 for the full control effect; nearly all actives have a fitted effect of over 45% in size; many of its hits are not listed in these tables
Target sequence (Q8WZA2 whole entry, looked up): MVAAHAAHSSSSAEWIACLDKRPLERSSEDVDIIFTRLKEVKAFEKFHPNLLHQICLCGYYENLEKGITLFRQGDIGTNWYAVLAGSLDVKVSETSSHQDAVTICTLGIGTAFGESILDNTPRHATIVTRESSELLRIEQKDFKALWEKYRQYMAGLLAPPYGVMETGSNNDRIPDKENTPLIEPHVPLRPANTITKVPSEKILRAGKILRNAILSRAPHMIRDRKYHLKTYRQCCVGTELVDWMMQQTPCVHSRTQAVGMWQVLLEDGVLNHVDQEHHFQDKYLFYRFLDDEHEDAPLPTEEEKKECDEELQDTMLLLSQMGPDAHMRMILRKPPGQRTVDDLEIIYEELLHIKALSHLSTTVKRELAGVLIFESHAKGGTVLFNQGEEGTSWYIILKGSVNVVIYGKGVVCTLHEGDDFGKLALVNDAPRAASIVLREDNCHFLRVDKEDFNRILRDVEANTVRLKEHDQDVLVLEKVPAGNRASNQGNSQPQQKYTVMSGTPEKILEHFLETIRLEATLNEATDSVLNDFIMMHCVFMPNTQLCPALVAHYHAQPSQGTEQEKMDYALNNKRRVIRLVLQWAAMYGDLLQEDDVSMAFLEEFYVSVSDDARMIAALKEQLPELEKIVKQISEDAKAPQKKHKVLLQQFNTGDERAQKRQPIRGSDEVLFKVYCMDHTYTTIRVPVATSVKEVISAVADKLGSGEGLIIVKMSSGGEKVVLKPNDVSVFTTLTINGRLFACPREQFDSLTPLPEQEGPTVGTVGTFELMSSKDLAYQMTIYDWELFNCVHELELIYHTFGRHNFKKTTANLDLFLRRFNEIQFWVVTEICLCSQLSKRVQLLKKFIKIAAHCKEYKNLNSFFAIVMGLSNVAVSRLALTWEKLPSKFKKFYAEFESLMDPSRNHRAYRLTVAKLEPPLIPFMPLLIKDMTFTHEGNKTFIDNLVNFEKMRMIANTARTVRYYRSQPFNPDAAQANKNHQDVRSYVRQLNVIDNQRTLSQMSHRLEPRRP
A549 tox = Nrf2 qHTS screen for inhibitors: counterscreen for cytotoxicity. A549 ARE-Fluc cells, CellTiter-Fluor viability, 18-24 h. Potency, µM (top dose mostly 46 µM), inactives show at the top dose activity change, negative = cytotoxicity, usual class: inhibitors. 390,000 compounds, 0.16% hits. AID 504648, 2011; note: % is set by controls: 0 for no effect and ±100 for the full control effect
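A549 ARE_Fluc cells in 5% FBS OPTI-MEM were exposed to compounds in concentration-response for 18-24 h at 37 deg C. Viability was read by CellTiter-Fluor fluorescence (Ex 405/Em 525) after 30 min, before the luciferase read.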
Numbers without * were called inactive; & = joins results of further samples; [ ] = remark or other dose. Calls come from the whole dose curve; as a rule, active = well fitted curve in the direction sought with a large enough effect; inconclusive = small, poorly fitted or top-dose-only effect, or another doubt; inactive = no such curve, though single readings can be large; an effect the other way counts as inactive or inconclusive. Potency is the fitted concentration of half-maximal effect.

`Cc1ccc(CCNC(=O)c2c[nH]c3ccc(S(=O)(=O)Nc4ccc(C)cc4C)cc3c2=O)cc1` gave TGFb inhibitor inconclusive, HepG2 viability -84%, Nrf2 activator -0.3% and A549 tox 3%.
For CCOc1cccc(C(=O)NC(=S)Nc2ccc(N3CCN(CC)CC3)cc2)c1 the results were ATXN2 expr inh -15%[11.3 µM], TGFb inhibitor 0%, HepG2 viability 3%, Nrf2 inh 24%, S2 tox inactive, MCF10A rerep 5%, Nrf2 activator 0.8%, EPAC2 antagonist 6% and A549 tox 1%.
For CC1(C)CC(=O)C=C(c2ccc(Oc3ccccc3)cc2)C1 the results were ATXN2 expr inh 11%, TGFb inhibitor -9%, HepG2 viability -19%, Nrf2 inh inconclusive, S2 tox inactive, MCF10A rerep 13%, Nrf2 activator 0.7%, EPAC2 antagonist -17% and A549 tox 12%.
Screening O=C(C[C@H]1C[C@H](C(=O)N2CCCCC2)[C@@]2(CCc3ccccc3)c3[nH]c4ccc(Cl)cc4c3CCN2C1=O)NCCCn1ccnc1 returned ATXN2 expr inh inconclusive, TGFb inhibitor inconclusive, HepG2 viability -104%, Nrf2 inh inconclusive, MCF10A rerep inconclusive, Nrf2 activator -0.2%, EPAC2 antagonist 13% and A549 tox inconclusive.
For O=c1[nH]cnc(O)c1C(c1cccc([N+](=O)[O-])c1)c1c(O)nc[nH]c1=O the results were ATXN2 expr inh 6%, TGFb inhibitor -1%, HepG2 viability 1%, Nrf2 inh 3%, S2 tox inactive, MCF10A rerep -10%, Nrf2 activator -0.3%, EPAC2 antagonist 2% and A549 tox -2%.
Screening CSC1SCC2C(=O)N(C)C(C(C)C)C(=O)OCC(NC(=O)c3cnc4ccccc4n3)C(=O)NC(C)C(=O)N(C)C1C(=O)N(C)C(C(C)C)C(=O)OCC(NC(=O)c1cnc3ccccc3n1)C(=O)NC(C)C(=O)N2C (configuration not stated) returned ATXN2 expr inh -63%, TGFb inhibitor -106%, HepG2 viability 35%, Nrf2 inh 0.0065µM*, S2 tox inconclusive, MCF10A rerep 4%, Nrf2 activator -0.2%, EPAC2 antagonist 12% and A549 tox inconclusive.
Screening COc1ccc(CCC(=O)NNC(=S)NCc2ccc(F)cc2)cc1 returned ATXN2 expr inh -22%, TGFb inhibitor -3%, HepG2 viability 10%, Nrf2 inh -5%, S2 tox inactive, MCF10A rerep inconclusive, Nrf2 activator 0.5%, EPAC2 antagonist 0% and A549 tox 8%.
Screening COc1ccc(NC2=Nc3ccccc3N[C@@]23C[C@H]2CCCC(=O)N4CC[C@@H](C3)[C@@H]24)cc1 returned ATXN2 expr inh 7%, TGFb inhibitor -15%&-23%, HepG2 viability -19%&0%, Nrf2 inh 5%, S2 tox inactive, MCF10A rerep -3%, Nrf2 activator 1.0%, EPAC2 antagonist -10% and A549 tox 1%.
Cc1ccc(N2CC(C(=O)OCC(=O)Nc3c(C)cccc3C)CC2=O)cc1 (configuration not stated) was read as TGFb inhibitor -11%, HepG2 viability -5%, S2 tox inactive, Nrf2 activator -0.9% and EPAC2 antagonist 0%.
COc1ccc(C(C)=O)cc1CSc1nnc(-c2ccncc2)o1 was read as TGFb inhibitor -3%, HepG2 viability -17%, Nrf2 inh 1%, S2 tox inconclusive, MCF10A rerep -3%, Nrf2 activator 4.8%, EPAC2 antagonist 4% and A549 tox -11%.
`O=C(CCc1nnc(CCCCc2ccccc2)o1)N1CCCC(O)C1` (configuration not stated) gave ATXN2 expr inh 37%, TGFb inhibitor 6%, HepG2 viability -13%, Nrf2 inh 7%, S2 tox inactive, MCF10A rerep -3%, Nrf2 activator -0.4%, EPAC2 antagonist 0% and A549 tox 7%.
`COC(=O)C1ON2OC(C(=O)OC)C(C(=O)OC)C2C1CC(C)=O` (configuration not stated) gave ATXN2 expr inh 6%, TGFb inhibitor 3%, HepG2 viability -12%, Nrf2 inh 3%, S2 tox inactive, MCF10A rerep -2%, Nrf2 activator -0.8%, EPAC2 antagonist 8% and A549 tox -17%.
`CCCNc1c(N)c(=O)c1=O` gave ATXN2 expr inh -37%, TGFb inhibitor 0%, HepG2 viability 15%, Nrf2 inh 0%, S2 tox inactive, MCF10A rerep 3%, Nrf2 activator 0.3%, EPAC2 antagonist -1% and A549 tox 10%.
CCCC1=[N+](CC(=O)c2ccc(C)cc2)CCn2cccc21 was read as ATXN2 expr inh -19%, TGFb inhibitor 0%, HepG2 viability -2%, Nrf2 inh -1%, S2 tox inactive, MCF10A rerep inconclusive, Nrf2 activator 11%, EPAC2 antagonist 8% and A549 tox 9%.
Screening Cc1ccc(-c2nnc(N)o2)cc1 returned ATXN2 expr inh 3%, TGFb inhibitor -5%, HepG2 viability 0%, Nrf2 inh inconclusive, S2 tox inactive, MCF10A rerep 1%, Nrf2 activator 3.5%, EPAC2 antagonist 13% and A549 tox 4%.

The last 3 compounds of the section above lead into the next:
`CCCNc1c(N)c(=O)c1=O` gave ATXN2 expr inh -37%, TGFb inhibitor 0%, HepG2 viability 15%, Nrf2 inh 0%, S2 tox inactive, MCF10A rerep 3%, Nrf2 activator 0.3%, EPAC2 antagonist -1% and A549 tox 10%.
CCCC1=[N+](CC(=O)c2ccc(C)cc2)CCn2cccc21 was read as ATXN2 expr inh -19%, TGFb inhibitor 0%, HepG2 viability -2%, Nrf2 inh -1%, S2 tox inactive, MCF10A rerep inconclusive, Nrf2 activator 11%, EPAC2 antagonist 8% and A549 tox 9%.
Screening Cc1ccc(-c2nnc(N)o2)cc1 returned ATXN2 expr inh 3%, TGFb inhibitor -5%, HepG2 viability 0%, Nrf2 inh inconclusive, S2 tox inactive, MCF10A rerep 1%, Nrf2 activator 3.5%, EPAC2 antagonist 13% and A549 tox 4%.
`COC(=O)c1ccc(Oc2cc(C)nc(SC)n2)cc1` gave ATXN2 expr inh -20%, TGFb inhibitor -1%, HepG2 viability -12%, Nrf2 inh -17%, S2 tox inactive, MCF10A rerep 3.7µM*, Nrf2 activator -0.3%, EPAC2 antagonist -5% and A549 tox -22%.
`CCOC(=O)N1CCN(C(=O)/C(=C/c2cccc3ccccc23)NC(=O)c2ccc(OC)cc2)CC1` gave ATXN2 expr inh 25%, TGFb inhibitor -3%, HepG2 viability -13%, Nrf2 inh -27%, S2 tox inactive, MCF10A rerep -3%, Nrf2 activator 0.9%, EPAC2 antagonist -5% and A549 tox -13%.
Screening CC(C)(C)NC(=O)C(c1ccncc1)N(C(=O)Cn1nnc(-c2ccc(F)cc2)n1)c1ccc(F)cc1 (configuration not stated) returned ATXN2 expr inh 8%, TGFb inhibitor inconclusive, HepG2 viability 5%, Nrf2 inh -11%, S2 tox inactive, MCF10A rerep 6%, Nrf2 activator 0.1%, EPAC2 antagonist 3% and A549 tox -2%.
CCC(NS(=O)(=O)c1ccc(OC)cc1)C(=O)O (configuration not stated) was read as ATXN2 expr inh -2%, TGFb inhibitor 13%, HepG2 viability -3%, Nrf2 inh 5%, S2 tox inactive, MCF10A rerep 2%, Nrf2 activator 0.2%, EPAC2 antagonist 5% and A549 tox 0%.
Screening CCOc1ccc(-c2c(C(=O)N/N=C(\C)c3ccncc3)nnn2-c2nonc2N)cc1 returned TGFb inhibitor -5%, HepG2 viability -12%, Nrf2 inh -9%, S2 tox inactive, MCF10A rerep -1%, Nrf2 activator 0.0%, EPAC2 antagonist -25% and A549 tox -2%.
`NC1=NC(c2ccc(Cl)cc2)n2c(nc3ccccc32)N1` (configuration not stated) gave ATXN2 expr inh 3%, TGFb inhibitor -1%, HepG2 viability -13%, Nrf2 inh 1%, S2 tox inactive, MCF10A rerep -6%, Nrf2 activator 0.5%, EPAC2 antagonist 3% and A549 tox 1%.
COc1ccc(-n2nnc3c(SCc4ccccc4)ncnc32)cc1 was read as ATXN2 expr inh 4%, TGFb inhibitor 0%, HepG2 viability -28%, Nrf2 inh inconclusive, S2 tox inactive, MCF10A rerep 14%, Nrf2 activator -0.2%, EPAC2 antagonist 1% and A549 tox -5%.
Screening COc1ccc(NS(=O)(=O)c2cc(NC(=O)c3ccccc3)ccc2N2CCOCC2)cc1 returned ATXN2 expr inh -12%, TGFb inhibitor -2%, HepG2 viability -7%, Nrf2 inh -10%, S2 tox inconclusive, MCF10A rerep inconclusive, Nrf2 activator -0.4%, EPAC2 antagonist 4% and A549 tox -16%.
`COc1ccc(CN2CCN(C3CCC3)CC2CCO)cc1C` (configuration not stated) gave TGFb inhibitor -2%, HepG2 viability 9%, Nrf2 inh inconclusive, S2 tox inactive, MCF10A rerep 6%, Nrf2 activator -0.1%, EPAC2 antagonist 11% and A549 tox 0%.
Screening O=C(NCc1ccco1)/C(=C\c1ccccc1)NC(=O)c1ccccc1 returned ATXN2 expr inh 0%, TGFb inhibitor 6%, HepG2 viability -1%, Nrf2 inh 5%, S2 tox inactive, MCF10A rerep inconclusive, Nrf2 activator 0.1%, EPAC2 antagonist -5% and A549 tox -4%.
`CCOc1ccc2nc(SCC(=O)N(C)C3CCS(=O)(=O)C3)[nH]c2c1` (configuration not stated) gave ATXN2 expr inh -4%, TGFb inhibitor -3%, HepG2 viability -14%, Nrf2 inh -8%, S2 tox inactive, MCF10A rerep -3%, Nrf2 activator 0.1%, EPAC2 antagonist -3% and A549 tox -1%.
Screening COc1ccc2oc(=O)c(-c3nc4ccccc4o3)cc2c1 returned ATXN2 expr inh 52%[activator], TGFb inhibitor 394%[activator], HepG2 viability -23%, Nrf2 inh 20%, S2 tox inactive, MCF10A rerep inconclusive, Nrf2 activator inconclusive, EPAC2 antagonist 4% and A549 tox 1%.
`O=C1c2ccccc2C(c2nnnn2-c2ccc3c(c2)OCCO3)N1C1CC1` (configuration not stated) gave ATXN2 expr inh 8%, S2 tox inactive, Nrf2 activator 0.4% and EPAC2 antagonist -1%.

Screens: PubChem BioAssay, National Center for Advancing Translational Sciences (NCATS)

The list is partial; the hit share may differ from the screen's.
